# M. tuberculosis HTS = M. tuberculosis growth inhibition, HTS (AID 449762). inhibition, % at 25 µM, or IC50 in µM where a hit was titrated. M. tuberculosis H37Rv growth inhibition, 7H9 media; higher % means a stronger effect. actives 0.59% (n = 330,000); in the data active = a potency from the dose series; inconclusive = inhibition above about 70% without an active follow-up result;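 note: bacterial growth assessed after seven days of incubation; strong numbers were not always called active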
# tuberculosis growth = growth inhibition of non-replicating M. tuberculosis (AID 488890). Mycobacterium tuberculosis non-replicating, growth inhibition; higher % means a stronger effect. actives 0.39% (n = 320,000). inhibition, % at 25 µM, or IC50 in µM where a hit was titrated; in the data active = a potency from the dose series; inconclusive = inhibition mostly from about 82% at the one dose, without a potency; inactive = the rest, 99 in 100 with inhibition below about 76%;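 note: plate controls were DMSO cells for no effect and high antibiotic wells for full effect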
# influenza NS1A = H1N1 influenza NS1A inhibitors, functional cell based assay (AID 504329); NS1A functional cell-based assay, percent inhibition; higher % means a stronger effect; one-dose inhibition, % at 12.5 µM; IC50 in µM for titrated hits; actives 0.3% (n = 340,000); in the data active = a potency from the dose series; inconclusive = inhibition above about 27% without an active follow-up result; note: strong numbers were not always called active
# inhibitors of VEEV = inhibitors of VEEV TC-83 cytopathic effect, confirmation, Vero cells (AID 588727); Vero cells, VEEV TC-83 cytopathic effect inhibition; higher % means a stronger effect; inhibition, % at 20 µM; hits with a dose series show IC50 in µM; actives 0.13% (n = 350,000); in the data active = a potency from the dose series; inconclusive = inhibition mostly from about 14% at the one dose, without a potency; inactive = the rest, 99 in 100 with inhibition below about 12%; note: strong numbers were not always called active
# PhoP GFP inhibition = Inhibition of PhoP regulon, Salmonella typhi GFP reporter cells, confirmation, 4 h (AID 1850). Salmonella Typhi PhoP-promoter GFP reporter, fluorescence, 4 h; higher % means a stronger effect. one-dose inhibition, % at 50 µM; IC50 in µM for titrated hits. actives 0.33% (n = 310,000); in the data active = a potency from the dose series; inconclusive = inhibition mostly from about 25% at the one dose, without a potency; inactive = the rest, 99 in 100 with inhibition below about 19%;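 note: 0% = induced wells with vehicle and 100% = uninduced wells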
# inhibitors of VEEV 10K pilot screen = second read-out of inhibitors of VEEV, no call of its own (marks repeat the call); inhibition, %; measured here: 10K pilot screen inhibition
# An asterisk follows results filed as active; i = inactive; u = inconclusive; x = not tested or not shown.
SMILES,M. tuberculosis HTS,tuberculosis growth,influenza NS1A,inhibitors of VEEV,PhoP GFP inhibition,others
CCC(C)(C)C1CCC(=NNC(=O)c2ccoc2C)CC1 (stereo unspecified),1%,3%,-1%,2.1%,3%,
O=C(CNC(=O)c1ccc(Cl)cc1Cl)Nc1ccc(F)cc1,9%,9%,18%,0.7%,4%,
COc1ccc(-c2noc(CCC(=O)NCc3cccnc3)n2)cc1OC,-1%,-1%,9%,5.0%,-8%,
CCOc1cccc(NC(=O)/C(C#N)=C\c2cccnc2)c1,-2%,4%,9%,0.2%,-13%,
Cc1ccc(NC(=O)C2CCN(S(C)(=O)=O)CC2)c(C)c1,-12%,-19%,7%,0.7%,-5%,
Cc1[nH]n(-c2ccccc2)c(=O)c1N=Nc1ccc(C(N)=O)cc1,2%,-9%,-9%,2.6%,9%,
Cc1cc(C)n(C(=O)c2ccc(C)c(S(=O)(=O)N3CCCC3)c2)n1,-14%,-25%,-22%,0.8%,-7%,
Cc1ccc(S(=O)(=O)N2CCN(C(=O)CN3CCCCC3)C2C(C)C)cc1 (stereo unspecified),-9%,7%,-8%,i,12%,
Cc1nc2c(-c3ccc(F)cc3)c(C)nn2c(C)c1CCC(=O)N1CCC(Cc2ccccc2)CC1,10%,x,25%,4.2%,-6%,
CCC1=C(OC(=O)N(CC)CC)N2C(=O)OC(=NCC3CC3)[C@]2(C)[C@H]2C1=CC[C@H]1C(=O)NC(=O)[C@H]12,-7%,-9%,-8%,i,4%,inhibitors of VEEV 10K pilot screen=0.2
Cc1nn(-c2ccccc2)c(Cl)c1/C=N/NC(=O)c1nn(C)cc1[N+](=O)[O-],4%,17%,4%,u,2%,
O=C(COc1ccc(S(=O)(=O)NC2CCCCC2)cc1)NC1CCCC1,7%,10%,-10%,2.7%,-1%,

# 2 records drawn at random from those above:
SMILES,M. tuberculosis HTS,tuberculosis growth,influenza NS1A,inhibitors of VEEV,PhoP GFP inhibition,others
Cc1[nH]n(-c2ccccc2)c(=O)c1N=Nc1ccc(C(N)=O)cc1,2%,-9%,-9%,2.6%,9%,
CCOc1cccc(NC(=O)/C(C#N)=C\c2cccnc2)c1,-2%,4%,9%,0.2%,-13%,

# Further compounds
SMILES,M. tuberculosis HTS,tuberculosis growth,influenza NS1A,inhibitors of VEEV,PhoP GFP inhibition,others
COC(C[C@@H](O)C[C@H](O)COCc1ccccc1)OC,x,x,-4%,1.1%,x,inhibitors of VEEV 10K pilot screen=1.1
O=C(NCc1ccc2c(c1)OCO2)C1CCN(S(=O)(=O)N2CCOCC2)CC1,3%,-9%,-3%,0.7%,-3%,
COc1ccc2c(c1)c1nc3n(c(=O)c1n2CC(=O)Nc1ccccc1)CCS3,4%,-8%,-1%,5.8%,4%,
CC(O)c1cccc(NC(=O)Nc2cccc(NC(=O)Nc3cccc(C(C)O)c3)c2)c1 (stereo unspecified),3%,-2%,-16%,1.3%,-1%,
O=C(NCCc1cccc(C(F)(F)F)c1)C1CCC(=O)N(CCc2cccc(F)c2)C1 (stereo unspecified),2%,24%,-1%,8.5%,1%,
Cc1cccc(NC(=O)c2cccc(NC(=O)c3ccccc3)c2)n1,-1%,-2%,3%,8.2%,8%,
Nc1c(C(=O)NCc2ccccc2)sc2nc3c(cc12)C(=O)CCC3,0%,-2%,6%,i,-6%,
COc1ccc(CNCCC2(O)CC(C)N(C)CC2C)cc1OC (stereo unspecified),3%,-4%,1%,i,-2%,
CCOCCCNC(=O)CCn1nc(-c2ccc(Cl)cc2)ccc1=O,-6%,0%,-7%,i,-2%,
COc1ccccc1N(CC(=O)N(c1ccccc1)C(C)C)S(=O)(=O)c1cccs1,1%,26%,-3%,6.0%,3%,
CCN1C(=O)[C@@H]2[C@@H](c3ccc(-c4ccc(OC)cc4)cc3)N3CCCC[C@@]3(C(=O)OC)[C@@H]2C1=O,0%,10%,5%,0.9%,3%,
Cc1ccccc1NC(=O)CSc1ccc2nnc(-c3ccccn3)n2n1,1%,1%,-8%,3.1%,1%,
Cc1ccc(NC(=O)CN2CCCC2c2cccn2C)c(Br)c1 (stereo unspecified),5%,32%,1%,0.4%,x,
O=C(O)c1cccc(Nc2cc(Cl)c3nonc3c2[N+](=O)[O-])c1,-3%,74%,-14%,1.1%,-3%,
CC1(C)CC(=O)C2=C(C1)OC(N)=C([N+](=O)[O-])C2c1ccc(C#N)s1 (stereo unspecified),62µM*,i,8%,i,-9%,
CCOC(=O)c1c(C)sc2c1N(C(=O)CN1CCOCC1)c1cc(Cl)ccc1S2,-3%,18%,-1%,4.3%,8%,
COc1ccccc1CNc1ncnc2c1nnn2Cc1ccccc1,-9%,15%,0%,i,4%,
C/C(=N\O)c1ccn(S(=O)(=O)c2ccc(Cl)cc2)c1,-1%,8%,-21%,1.7%,-1%,
N#C/C(=C\c1ccccc1)C(=O)N(c1ccccn1)C1CCCCC1,8%,19%,6%,1.5%,-3%,
CC(C)OCCCNC(=O)COCC(=O)Nc1ccc(OCCc2ccccc2)cc1,63%,49%,-25%,0.8%,0%,
Cc1ccsc1C(=O)OCC(=O)NC1CCCC(C)C1C (stereo unspecified),-12%,7%,-7%,2.0%,x,
CN1CCN(C(=O)C2CCC(=O)N(CCc3cccc(F)c3)C2)CC1 (stereo unspecified),2%,-32%,0%,2.5%,-7%,
COc1ccc(NS(=O)(=O)c2ccc(C)c(C(=O)NCCCN3CCCC3=O)c2)cc1,-9%,1%,-14%,0.0%,x,
N/C(=N\O)c1ccc(N2CCN(c3ncccc3C(F)(F)F)CC2)nc1,-8%,15%,-15%,7.7%,-1%,
COc1ccc(C(=O)NCCc2ccc(S(N)(=O)=O)cc2)cc1OC,-12%,-1%,-3%,3.6%,-4%,
CC1=NC(C)(C)Cc2c(C)cccc21,2%,-3%,1%,3.1%,-2%,
CCCN1C(=O)/C(=C/c2ccc3c(c2)OCO3)NC1=S,x,x,9%,0.5%,x,
O=C(CCNC(=O)C1CCN(S(=O)(=O)c2ccccc2)CC1)NCc1ccccc1Cl,1%,8%,-8%,2.6%,16%,
CCOC(=O)NC(NCc1ccccc1)(C(F)(F)F)C(F)(F)F,-2%,-13%,-1%,i,-22%,
O=C(NC(=O)c1ccc(Cl)cc1)OC1CCCCC1,1%,74%,25%,0.5%,0%,
Cc1ccc(N2CC(C(=O)N3CCC(C(=O)Nc4nncs4)CC3)CC2=O)cc1 (stereo unspecified),-9%,23%,-5%,2.6%,6%,
Cc1ccc(OC(C)C(=O)N2CCCc3ccccc32)cc1 (stereo unspecified),2%,54%,15%,i,-1%,
Cc1ccc(SCc2ccc(C(=O)N3CCCCC3)cc2)cc1,1%,77%,-1%,0.2%,-1%,
CC(=O)c1cccc(NC(=O)C2CCN(S(=O)(=O)c3ccccc3)CC2)c1,1%,10%,-3%,i,-3%,
CSc1ccc(CN(C)CC(=O)N(C)CC(=O)Nc2ccccc2Br)cc1,-12%,-4%,-1%,i,x,
CN=C(Nc1cccc(Cl)c1)SC1CC(=O)N(c2ccc(OC)cc2)C1=O (stereo unspecified),-9%,3%,x,4.7%,0%,
C=C(C)n1c(=O)n(Cc2ccc(C)cc2)c2ccccc21,-1%,26%,-7%,0.5%,5%,
COc1ccc(S(=O)(=O)CCC(=O)NCCc2ccc(C)cc2)cc1,-9%,-4%,25%,i,-15%,
O=C(/C=C/c1c(Cl)cccc1Cl)Nc1ccncc1,-2%,16%,-6%,7.2%,7%,
COc1ccc(NC(=O)C2CCN(S(C)(=O)=O)CC2)cc1,-5%,-43%,-17%,0.3%,-7%,
CC(C)CC1Nc2ncnc(N3CCN(c4ccccc4)CC3)c2N(Cc2ccc(Cl)cc2)C1=O (stereo unspecified),9%,31%,0%,0.0%,-2%,
CC(C)Cc1csc(=S)[nH]1,x,x,5%,i,x,
Clc1ccc(COc2ccccc2CNCc2cccnc2)cc1,1%,16%,-2%,1.4%,-3%,
CCOC(=O)c1c(NC(C)=O)sc(/C(C)=N/Nc2ccc(C(=O)O)cc2)c1C,22%,11%,-21%,1.3%,-6%,
Cc1ccc(-n2nnnc2-c2cccnc2)cc1,5%,-7%,-12%,0.2%,18%,
CN1CCN(C(CNS(=O)(=O)c2ccc(Br)cc2)c2ccc3c(c2)OCO3)CC1 (stereo unspecified),0%,12%,4%,i,2%,
Cc1sc2nc(CSc3nnc(Cc4cccs4)n3C3CCCCC3)[nH]c(=O)c2c1C,-3%,6%,6%,7.5%,0%,
COc1ccc(/C=C2\N=C(C)OC2=O)cc1[N+](=O)[O-],-5%,-4%,-17%,0.5%,-8%,
Cc1ccccc1S(=O)(=O)Cc1ccc(C(=O)NCc2cccs2)o1,3%,2%,-6%,4.3%,-7%,
CSc1ncc(CN2CCN(C3CCCCC3)C(CCO)C2)cn1 (stereo unspecified),4%,-13%,-3%,i,-4%,
COc1ccc(OC)c(-c2csc(NC(=O)COC(=O)C3CCC3)n2)c1,3%,-2%,-6%,7.3%,x,
CCc1nn(CCCC(=O)NCc2ccc(C)cc2)c(=O)c2cc3occc3n12,0%,1%,-9%,0.3%,2%,
COCCN(Cc1ccc(C)c(Br)c1)C(=O)Cn1cnc(S(=O)(=O)N2CCCC2)c1,6%,4%,0%,1.4%,-14%,
CCC(CC)Nc1ccc(C(CC(N)=O)NC(=O)c2ccccc2)cc1[N+](=O)[O-] (stereo unspecified),27%,21%,11%,0.3%,-1%,
CCOC(=O)CC1=C(C(=O)OCC)C(c2cccnc2)C(C#N)=C(N)O1 (stereo unspecified),-7%,7%,4%,2.8%,0%,inhibitors of VEEV 10K pilot screen=2.7
COC(=O)c1ccc(C(=O)OC)c(NC(=O)c2cnc3n(c2=O)CCS3)c1,0%,8%,5%,6.9%,-9%,
CCOc1ccc2[nH]c(C)c(CN3CCN(CC)CC3)c(=O)c2c1,-10%,-4%,6%,2.1%,5%,
COc1ccccc1N1C(=O)c2ccc(C(=O)Nc3ccccc3O)cc2C1=O,-7%,1%,-18%,2.5%,-20%,
CCOCCCNc1ncc2c(n1)CC(c1ccc(C)cc1)CC2=O (stereo unspecified),-3%,5%,10%,2.0%,3%,
O=C(NCN1C(=O)C2C3C=CC(C3)C2C1=O)Nc1ccccc1O (stereo unspecified),-6%,-8%,1%,i,4%,

# Next results
SMILES,M. tuberculosis HTS,tuberculosis growth,influenza NS1A,inhibitors of VEEV,PhoP GFP inhibition,others
CN1C(=O)NC(=O)/C(=C/c2ccc(C(=O)O)cc2)C1=O,8%,-9%,8%,3.8%,3%,
Nc1nc2n(n1)C(c1ccco1)CC(c1ccccc1)N2 (stereo unspecified),1%,-2%,2%,1.8%,4%,
COc1cccc(C(C)NC(=O)c2ccncc2)c1 (stereo unspecified),3%,-7%,1%,i,-3%,
C[C@@H](Nc1nc(-c2ccccc2)nc2c1oc1ccccc12)C(=O)O,22%,-9%,4%,0.2%,12%,
COc1cc(OC)c(OC)cc1/C=C/c1cc(C(=O)O)c2ccccc2n1,-7%,4%,-3%,1.7%,3%,
O=C(c1ccco1)N1CCc2[nH]nc(-c3ccccc3)c2C1,10%,-9%,-1%,3.9%,6%,
CSc1nc2ccccc2n1Cc1cccc([N+](=O)[O-])c1,5%,29%,7%,0.6%,-3%,
CCOC(=O)c1c(NC(=O)CSc2nnnn2CC)sc(C)c1C,-8%,16%,20%,i,8%,
Cc1ccc2c(c1)N(CCC(=O)NCc1ccc3c(c1)OCO3)C(=O)CO2,0%,-2%,20%,3.9%,2%,
Cc1ccc(NC(=O)c2ccc(OCC3CCCO3)cc2)nc1 (stereo unspecified),17%,13%,-4%,4.4%,-2%,
CCCC1COC(Cn2cncn2)(c2ccc(Cl)cc2Cl)O1 (stereo unspecified),8%,15%,-10%,5.2%,11%,
COc1ccc2[nH]c(=O)c(CN(C)C(=O)COc3ccccc3)cc2c1,-4%,2%,-3%,4.2%,-2%,
Cc1onc(-c2c(Cl)cccc2Cl)c1C(=O)NCc1ccc(S(N)(=O)=O)cc1,-6%,-8%,-2%,i,9%,

# Structures from the list above containing a cyano group:
SMILES,M. tuberculosis HTS,tuberculosis growth,influenza NS1A,inhibitors of VEEV,PhoP GFP inhibition,others
CCOc1cccc(NC(=O)/C(C#N)=C\c2cccnc2)c1,-2%,4%,9%,0.2%,-13%,
CC1(C)CC(=O)C2=C(C1)OC(N)=C([N+](=O)[O-])C2c1ccc(C#N)s1 (stereo unspecified),62µM*,i,8%,i,-9%,
N#C/C(=C\c1ccccc1)C(=O)N(c1ccccn1)C1CCCCC1,8%,19%,6%,1.5%,-3%,
CCOC(=O)CC1=C(C(=O)OCC)C(c2cccnc2)C(C#N)=C(N)O1 (stereo unspecified),-7%,7%,4%,2.8%,0%,inhibitors of VEEV 10K pilot screen=2.7
